Screening data: PubChem, The Scripps Research Institute Molecular Screening Center
TAAR1 ag – agonists of human TAAR1 | 360,000 compounds, 0.99% hits | Q96RJ0 | activation, % at 3 µM | CHO RD-HGA16 TAAR1, Fluo-8 calcium fluorescence; vehicle wells 0%, saturating PEA agonist 100% | AID 624467;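 active = activation above the mean activation of all test compounds in the run plus 3 SD, cut at about 38% in these data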
Target sequence (Q96RJ0 whole entry, looked up): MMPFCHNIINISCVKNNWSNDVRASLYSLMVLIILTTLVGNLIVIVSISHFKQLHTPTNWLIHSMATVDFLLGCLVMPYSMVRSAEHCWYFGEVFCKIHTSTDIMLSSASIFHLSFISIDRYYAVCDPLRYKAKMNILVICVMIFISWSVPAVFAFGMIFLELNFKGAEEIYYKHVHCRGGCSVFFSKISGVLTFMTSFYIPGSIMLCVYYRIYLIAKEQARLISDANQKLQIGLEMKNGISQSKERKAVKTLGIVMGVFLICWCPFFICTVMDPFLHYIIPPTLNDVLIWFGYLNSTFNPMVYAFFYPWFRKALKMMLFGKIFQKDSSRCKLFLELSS
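Signal – calcium-sensitive Fluo-8 signal, excitation 470-495, emission 515-575 nm · System – RD-HGA16 (CHO) cells co-expressing Gα16 and hTAAR1 · Incubation – 17-24 h seeding, 75 min 37 °C dye, 30 min RT · Compound dosing – 3 µM single concentration · Repeats – no replicates (n 1)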
M4 antag – antagonists of human muscarinic M4 receptor (CHRM4); CHO-hM4 cells, ACh EC80, Fluo-8 calcium fluorescence; 360,000 compounds, 0.73% hits; P08173; inhibition, % at 3 µM; AID 624125;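 active = inhibition above its plate's cutoff, the mean inhibition of sample wells plus 3 SD, cut at about 27% in these data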;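 note: 0% = acetylcholine EC80 with DMSO and 100% = DMSO without agonist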
M5 ag – agonists of human muscarinic M5 receptor (CHRM5). CHO-K1 hM5 cells, Fluo-8 calcium fluorescence; 0% DMSO wells, 100% maximal acetylcholine response. activation, % at 3 µM. 360,000 compounds, 0.19% hits. AID 624037;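 active = activation above the run's mean over test compounds plus 3 SD, cut at about 23% in these data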;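 note: signal is peak over basal fluorescence ratio across the kinetic read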
M1 PAM – human CHRM1 positive allosteric modulation; 360,000 compounds, 0.088% hits; CHO-K1 hM1, Fluo-8 calcium fluorescence, ACh EC20; 0% = ACh EC20, 100% = maximal ACh; P11229; activation, % at 3 µM; in the data active = activation above about 19%, passing the limit was not always enough
Target sequence (P11229 whole entry, looked up): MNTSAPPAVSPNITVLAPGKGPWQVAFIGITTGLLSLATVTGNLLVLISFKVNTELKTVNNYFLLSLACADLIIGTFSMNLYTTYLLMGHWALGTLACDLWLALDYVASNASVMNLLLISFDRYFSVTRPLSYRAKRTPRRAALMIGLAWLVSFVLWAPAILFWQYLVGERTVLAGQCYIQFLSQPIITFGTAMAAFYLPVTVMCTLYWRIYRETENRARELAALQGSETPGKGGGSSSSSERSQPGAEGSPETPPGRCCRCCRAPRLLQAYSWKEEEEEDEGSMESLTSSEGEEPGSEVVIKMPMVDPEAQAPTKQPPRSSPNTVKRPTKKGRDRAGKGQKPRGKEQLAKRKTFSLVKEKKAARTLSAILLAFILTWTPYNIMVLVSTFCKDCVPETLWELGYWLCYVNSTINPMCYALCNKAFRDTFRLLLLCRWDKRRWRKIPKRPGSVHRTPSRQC
CHRM1 agonist – activates human CHRM1 receptor. P11229. activation, % at 3 µM. AID 588814. 360,000 compounds, 0.33% hits. CHO-K1 hM1, Fluo-8 calcium fluorescence, agonist mode; 0% DMSO, 100% acetylcholine EC100;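 active = activation above the run's mean compound activation plus 3 SD, cut at about 16% in these data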;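 note: peak over basal fluorescence ratio within a 140 s kinetic read after compound addition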
CHRM4 agonist – agonists of human muscarinic M4 receptor (CHRM4); P08173; 360,000 compounds, 0.14% hits; CHO-K1 hM4/Gqi5, Fluo-8 calcium fluorescence; vehicle 0%, full acetylcholine response 100%; activation, % at 3 µM;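 active = activation above the run mean over all test wells plus 3 SD, cut at about 32% in these data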;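 note: peak over basal fluorescence ratio per well then scaled between controls; 0% = DMSO wells and 100% = acetylcholine at EC100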
CHRM5 PAM – potentiates acetylcholine response at human M5 receptor; P08912; CHO-K1 hM5, Fluo-8 calcium, ACh EC20 PAM; 0% = ACh EC20, 100% = ACh EC100; activation, % at 3 µM; 360,000 compounds, 0.3% hits; AID 624038;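 active = activation above the run cutoff, the mean activation of all test compounds plus 3 SD, cut at about 18% in these data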
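system = human M5 receptor in CHO-K1 cells | compound = one concentration, 3 µM final (nominal) | schedule = Post-acetylcholine fluorescence recording 140 s | signal = Fluo-8 calcium dye fluorescence, kinetic read | benchmarks = low control EC20 acetylcholine (0%), high control EC100 acetylcholine (100%) | repeats = singlicate, one well per test compound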
CHRM5 antagonist – antagonists of human muscarinic M5 receptor (CHRM5); inhibition, % at 3 µM; 360,000 compounds, 0.59% hits; CHO-hM5 cells, Fluo-8 calcium fluorescence, ACh EC80;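 active = inhibition above a per-plate cutoff, the mean of that plate's test compounds plus 3 SD, cut at about 27% in these data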;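 note: 0% = acetylcholine EC80 with DMSO and 100% = DMSO without agonist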
CHRM1 antagonist – blocks human M1 muscarinic receptor; P11229; CHO-K1 hM1, Fluo-8 calcium fluorescence, ACh EC80 antagonist; inhibition, % at 3 µM; 360,000 compounds, 1.3% hits; AID 588852;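 active = percent inhibition above its own plate's cutoff, namely the mean of that plate's compound wells plus 3 SD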;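 note: peak over basal fluorescence ratio during 140 s after agonist addition; 0% = ACh EC80 plus DMSO and 100% = DMSO alone without agonist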
* hit, by the source's call; / = not tested or not shown; & = joins results of further samples.

SMILES | TAAR1 ag | M4 antag | M5 ag | M1 PAM | CHRM1 agonist | CHRM4 agonist | CHRM5 PAM | CHRM5 antagonist | CHRM1 antagonist
O=C(CSc1nnc(-c2ccncc2)n1CC1CCCO1)Nc1ccccc1Cl (stereo unspecified) | 6 | -3 | -3 | -1 | -6 | 2 | 3 | -8 | -2
C=CCOc1cccc(C(=O)N2CCCC(CCC(=O)NCc3ccccc3F)C2)c1 (stereo unspecified) | 2 | -9 | -1 | 9 | -2 | 2 | 0 | 9 | -8
O=C(O)CCn1nc(-c2ccc(F)cc2)cc(Cc2ccccc2)c1=O | / | 3 | -5 | -3 | -4 | 0 | -4 | 3 | 12
CN(Cc1cccnc1)C(=O)c1ccc2nc(Cc3ccccc3F)oc2c1 | 5 | 4 | 0 | -3 | -3 | 2 | -6 | 2 | 5
Cc1cc(C)cc(OCC(=O)NCc2cc(C)nc3ccccc23)c1 | 0 | -4 | -1 | 2 | -12 | 4 | 0 | -5 | -9
COc1ccc(CNC(=O)C2(c3ccc(Cl)cc3)CC2)cc1 | -1 | -11 | -8 | 12 | -9 | -1 | 3 | 0 | -7
CCc1cc(SC#N)cc(CC)c1NC(=O)CCl | 2 | 3 | 0 | 13 | -4 | 1 | 8 | -7 | -4
CCC(C)(C(=O)NC1CCCC1)N(Cc1ccco1)C(=O)c1ccc2c(c1)OCO2 (stereo unspecified) | 4 | -13 | -7 | 2 | -2 | -1 | 3 | -3 | 1
CN(CCCNC(=O)C1CCN(S(=O)(=O)c2cccc3nsnc23)CC1)Cc1ccccc1 | 5 | -2 | -11 | -7 | -6 | 2 | 11 | -1 | -12
CCOC(=O)CCNC(=O)Nc1ccc2nc(C)n(Cc3ccccc3Cl)c(=O)c2c1 | 0 | 7 | 1 | -11 | -5 | 2 | 4 | -3 | 16
COc1ccc(/C=N/Nc2ncc(Br)cn2)c(OC)c1 | -1 | -18 | -3 | 5 | -4 | 2 | -2 | -11 | -12
CCCCN(CC)CCNC(=O)Cn1cnc2sc(C)c(S(=O)(=O)N3CCOCC3)c2c1=O | 1 | -7 | -5 | 6 | -4 | 1 | -12 | 2 | -17
O=C(NCc1cccnc1)c1cc(C2CCCCN2C(=O)c2ccc(Cl)cc2)on1 (stereo unspecified) | 0 | -20 | -2 | 12 | -10 | 1 | 12 | -16 | -22
Cn1c(=O)c2c(nc(CN3CCc4ccccc4C3)n2CC(=O)c2ccccc2)n(C)c1=O | 4 | -10 | -1 | -3 | -9 | 11 | 0 | -6 | -14
CCOc1ccc(/C=N/N2C(=O)C(CC(=O)Nc3ccc(F)cc3F)SC2=NC)cc1OC (stereo unspecified) | 13 | -4 | 1 | -6 | -6 | 8 | -5 | 7 | 2
Cc1ccc(Nc2ccc(C(=O)N3CCCC3)cn2)c(C)c1 | 1 | 3 | -1 | 1 | -2 | 0 | 1 | 10 | -1
Cc1ccccc1C(=O)N1CCC(C(=O)Nc2ccc(S(=O)(=O)N3CCCC3)cc2)CC1 | 3 | -5 | -5 | 11 | -4 | 1 | 1 | 1 | -20
CC(C)CCNC(=O)c1ccccc1SCC(=O)NC1CCCCCCC1 | 2 | 1 | -4 | 9 | -6 | 4 | -3 | 3 | -14
CCCS(=O)(=O)c1nc(S(=O)(=O)c2ccc(C)cc2)c(N2CCCCC2)s1 | -2 | -12 | -2 | -1 | -8 | 5 | -5 | -5 | -6
C[C@H]1NC(=O)[C@@]2(C)[C@@H](c3ccccc3)[C@H]3COc4ccccc4[C@@H]3N2C1=O | 4 | -2 | 4 | 6 | -1 | 3 | 3 | 6 | -7
Cc1cc(S(=O)(=O)n2ccnc2)c(Cl)cc1Cl | 11 | -4 | -1 | 12 | -7 | 1 | -4 | -1 | -1
Cc1ccc(C(=O)COC(=O)c2cccs2)cc1 | 17 | 4 | 3 | 5 | -1 | 1 | -7 | -7 | -6
COc1ccccc1CNc1ncnc2c1cnn2-c1ccccc1 | -1 | -8 | -1 | 9 | -3 | 1 | -3 | 4 | -18
COc1cc2c(C#CCCCO)c(-c3ccsc3)oc(=O)c2cc1OC | 11 | -2 | 1 | -1 | -9 | 6 | 4 | 1 | 0
O=C(O)c1c2c(nc3ccccc13)/C(=C/c1ccc(O)cc1)CC2 | 0 | -4 | -6 | -3 | -7 | 1 | -5 | -13 | -3

Reformatted: results already given.
SMILES	TAAR1 ag	M4 antag	M5 ag	M1 PAM	CHRM1 agonist	CHRM4 agonist	CHRM5 PAM	CHRM5 antagonist	CHRM1 antagonist
Cc1cc(C)cc(OCC(=O)NCc2cc(C)nc3ccccc23)c1	0	-4	-1	2	-12	4	0	-5	-9
COc1ccc(CNC(=O)C2(c3ccc(Cl)cc3)CC2)cc1	-1	-11	-8	12	-9	-1	3	0	-7

Next part:
SMILES | TAAR1 ag | M4 antag | M5 ag | M1 PAM | CHRM1 agonist | CHRM4 agonist | CHRM5 PAM | CHRM5 antagonist | CHRM1 antagonist
C=CCc1ccc(OC(=O)c2ccccc2)c(OC)c1 | 1 | -10 | -1 | -4 | -5 | 1 | -4 | 4 | 5
Nc1c(C(=O)Nc2ccc(S(=O)(=O)N3CCCC3)cc2)sc2nc3ccc(OC(F)(F)F)cc3cc12 | / | 0 | -1 | 3 | -1 | 6 | -8 | 4 | 6
O=C(CN(c1ccccc1)S(=O)(=O)c1ccc(F)cc1)NC1CCCCCC1 | 2 | -3 | -3 | 3 | -2 | 1 | -3 | 14 | -3
CCN1CCN(C(=O)c2c(-c3c(F)cccc3Cl)noc2C)CC1 | 17 | 1 | -3 | 4 | -4 | 1 | -1 | 2 | -10
Cc1cccc(C)c1N1CCN(c2n[nH]c(N)n2)CC1 | 2 | 6 | -1 | 9 | -5 | 1 | 4 | -17 | -3
CC1CCCCC1NC(=O)COc1ccc(-n2cnnn2)cc1 (stereo unspecified) | 8 | 6 | -1 | 3 | 0 | 1 | 1 | 0 | -4
O=[N+]([O-])c1cc(S(=O)(=O)C(F)(F)F)ccc1Sc1nc2ccccc2s1 | 7 | -3 | 0 | 8 | -4 | 2 | 1 | -3 | -7
CC(=O)Nc1ccc(NC(=O)COc2ccc([N+](=O)[O-])cc2)cc1 | 3 | 2 | 0 | 2 | -2 | 0 | 7 | 9 | 7
O=C(NCCc1ccccc1)C(=Cc1ccc(C(=O)O)cc1)C(=O)NCCc1ccccc1 | 1 | 7 | 7 | -2 | 0 | 1 | 6 | 2 | 8
O=S(=O)(NCCc1csc(-c2cccnc2)n1)c1ccc2c(c1)OCCO2 | 2 | 2 | 2 | -3 | -4 | 4 | -7 | 3 | -6
COc1ccc(C(=O)NC(=S)Nc2nnn(C)n2)cc1 | 0 | -5 | 1 | 10 | 1 | 1 | 0 | 1 | -6
COC(=O)N/N=C(C)\C=C\c1ccco1 | 7 | -11 | 1 | 8 | -1 | 0 | -1 | -3 | -3
Cc1nc(NC(=O)C2CCCC2)sc1Cc1ccc2c(c1)OCO2 | 7 | -19 | -6 | -8 | -8 | 1 | -4 | 9 | 2
Cc1ccc(S(=O)(=O)Nc2ccc3nc(C)sc3c2)cc1 | / | 13 | 5 | -4 | 3 | 9 | -19 | 30* | 13
COc1ccc(S(=O)(=O)N2CCN(C(c3ccccc3)c3ccccc3)CC2)cc1NC(C)=O | 1 | 1 | -5 | 8 | -3 | 1 | 4 | -9 | -1
COc1cc(CNCc2ccc(C(=O)O)cc2)ccc1OCc1ccc(F)cc1 | 1 | -14 | -2 | 8 | -11 | 2 | -3 | 11 | -11
CC(=O)Nc1sc(N/N=C/c2ccc(O)cc2)nc1-c1ccc(C)cc1 | 0 | 4 | 4 | 1 | -2 | -1 | 1 | 6 | -4
COc1cc(Cl)ccc1OC1(C)CCN(Cc2ccc(-c3ccccn3)cc2)C1 (stereo unspecified) | 5 | 12 | -2 | -14 | -8 | 3 | -5 | -3 | 7
OC(c1ccc(Cl)c(F)c1)c1ncc(-c2ccc(F)cc2)[nH]1 (stereo unspecified) | 1 | -6 | 3 | 6 | 2 | 6 | 2 | -1 | 0
Cn1c(=O)cc(C(=O)N/N=C/c2ccc(Cl)cc2)[nH]c1=O | 3 | 11 | 4 | 2 | -3 | 0 | 1 | 7 | 1
Cc1nnc(NC(=O)CSCc2c(C)noc2C)s1 | -1 | -5 | 4 | 5 | -1 | 1 | -1 | 2 | -9
C=CCc1cc(OC)ccc1OCC(O)CN1CCN(c2ccc(OC)cc2)CC1 (stereo unspecified) | 4&5 | -3&6 | -2&-1 | 0&3 | -6&-12 | 3&3 | -8&0 | 8&8 | 0&0
C/C(=N\NC(=O)c1ccc(F)cc1)c1ccccn1 | 5 | -5 | -1 | 7 | -3 | 2 | -1 | 1 | -8
O=C(CCCCCN1C(=O)c2ccccc2C1=O)Oc1ccc2c3c(c(=O)oc2c1)CCC3 | 7 | 11 | 1 | -5 | -8 | 0 | -2 | 0 | 7
Cc1cc(OCC(=O)N(C)Cc2ccccc2)ccc1Br | 7 | 0 | 0 | 2 | -7 | 2 | -1 | -3 | -8

The listing continues:
SMILES | TAAR1 ag | M4 antag | M5 ag | M1 PAM | CHRM1 agonist | CHRM4 agonist | CHRM5 PAM | CHRM5 antagonist | CHRM1 antagonist
CCCc1c(-c2cccc(F)c2)ncn1Cc1ccccc1OC | 10 | 2 | -4 | / | / | 1 | 1 | 7 | /
CCOC(=O)C(CCCCOc1ccc([N+](=O)[O-])cc1)C(=O)OCC | / | -6 | 4 | -11 | -4 | 13 | -2 | -5 | 8
CC(=O)c1ccc(NC(=O)C2CCCN(S(=O)(=O)c3c(C)[nH]c(=O)[nH]c3=O)C2)cc1 (stereo unspecified) | 1 | -9 | 2 | 4 | -4 | 0 | 7 | -8 | -5
COc1ccc(Cc2nnc(SCC(=O)Nc3ccccc3C)n(N)c2=O)cc1 | 0 | -15 | -4 | 2 | -1 | 2 | -3 | -1 | -6
COc1nc(N)nc2c1ncn2C1OC(CO)CC1O (stereo unspecified) | 2 | -6 | -1 | 1 | -3 | 1 | -1 | 15 | -1
CC(=O)Nc1cc(-c2ccccc2F)cn2c(-c3cccc(C(F)(F)F)c3)cnc12 | -1 | 2 | -1 | -3 | -3 | -2 | -6 | 5 | -3
Cc1ccc(Nc2ccc([N+](=O)[O-])cn2)cc1Cl | 0 | 10 | -4 | 4 | -1 | 4 | -19 | 17 | 0
CCOc1ccc(CN2CCNC(=O)C2CC(=O)NC2CCOCC2)cc1 (stereo unspecified) | 1 | 8 | -2 | 0 | -3 | 1 | -3 | 5 | 5
O=C(COC(=O)c1ccc2ncsc2c1)NCc1ccc(F)cc1 | 2 | 3 | 1 | -1 | -4 | 2 | -1 | 4 | 2
COc1ccc(N/C=C(\C=C\C#N)S(=O)(=O)c2ccccc2)cc1 | 0 | 3 | -2 | 7 | -6 | 1 | -2 | 12 | -7
C=CCn1nnnc1-c1cccc(Cl)c1 | 10 | -9 | -2 | 0 | -8 | 6 | -7 | -12 | 2
CCOC(=O)c1c(NC(=O)CSc2nnnn2-c2ccc3c(c2)OCO3)sc(C)c1C | 1 | 9 | 1 | 6 | -6 | -1 | 0 | 5 | 0
COCc1nnc(NC(=O)c2ccc(S(=O)(=O)N(C)C3CCCCC3)cc2)o1 | 11 | -1 | 0 | 6 | -2 | 1 | 10 | -9 | -25

The list is partial; the hit share may differ from the screen's.
